# Compound activity (PubChem BioAssay)
# 14-3-3 Bad PPI – disrupts binding of bovine 14-3-3 zeta to phospho-Bad peptide | P63103 | TR-FRET 14-3-3zeta/Dy647-pBad peptide displacement, 1 h | inhibition, % at 21.7 µM | hit rate 0.71% among 220,000 | AID 781;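 active = inhibition above about 70%, limit read from the data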;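 also: 0% = full 14-3-3 plus peptide FRET controls and 100% = background without 14-3-3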
# Thrombin inh – blocks human thrombin protease activity; AID 1046; inhibition, % at 5 µM; alpha-thrombin, Boc-VPR-AMC fluorogenic substrate cleavage; hit rate 0.26% among 220,000;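 active = inhibition at or above 40%; inactive = inhibition below 40%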;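 also: 0% = enzyme with no compound and 100% = wells without enzyme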
#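 System – human alpha-thrombin protein · Reagent – Boc-VPR-AMC substrate, 15 µM final · Compound – 5 µM single dose in 0.2% DMSO · Schedule – reaction at room temperature · Technique – AMC fluorescence at 355 nm excitation and 460 nm emission · Read-out basis – % inhibition relative to enzyme controls and enzyme-free blanks · Control set – no-compound enzyme wells and no-enzyme blanks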
# Furin inhibitor – inhibitors of human furin; P09958; purified furin, fluorogenic substrate cleavage; inhibition, % at 30 µM; hit rate 0.061% among 220,000; in the data active = inhibition above about 25%; also: inactives centre near -15
# Cl transport mod – modulates chloride dependent transport by human KCC2. Q9H2X9. KCC2 cells, thallium flux FluoZin-2 fluorescence. B-score of Tl+ flux slope (higher = more flux/activation; lower = inhibition) at 10 µM. hit rate 2.2% among 190,000. AID 1456;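 active = thallium flux slope and its plate-corrected score both differing from the plate sample mean at a set confidence after two filtering rounds, in either direction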;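 also: slope of fluorescence scaled to starting intensity during 10 to 20 s after thallium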
# Target sequence (Q9H2X9 whole entry, looked up): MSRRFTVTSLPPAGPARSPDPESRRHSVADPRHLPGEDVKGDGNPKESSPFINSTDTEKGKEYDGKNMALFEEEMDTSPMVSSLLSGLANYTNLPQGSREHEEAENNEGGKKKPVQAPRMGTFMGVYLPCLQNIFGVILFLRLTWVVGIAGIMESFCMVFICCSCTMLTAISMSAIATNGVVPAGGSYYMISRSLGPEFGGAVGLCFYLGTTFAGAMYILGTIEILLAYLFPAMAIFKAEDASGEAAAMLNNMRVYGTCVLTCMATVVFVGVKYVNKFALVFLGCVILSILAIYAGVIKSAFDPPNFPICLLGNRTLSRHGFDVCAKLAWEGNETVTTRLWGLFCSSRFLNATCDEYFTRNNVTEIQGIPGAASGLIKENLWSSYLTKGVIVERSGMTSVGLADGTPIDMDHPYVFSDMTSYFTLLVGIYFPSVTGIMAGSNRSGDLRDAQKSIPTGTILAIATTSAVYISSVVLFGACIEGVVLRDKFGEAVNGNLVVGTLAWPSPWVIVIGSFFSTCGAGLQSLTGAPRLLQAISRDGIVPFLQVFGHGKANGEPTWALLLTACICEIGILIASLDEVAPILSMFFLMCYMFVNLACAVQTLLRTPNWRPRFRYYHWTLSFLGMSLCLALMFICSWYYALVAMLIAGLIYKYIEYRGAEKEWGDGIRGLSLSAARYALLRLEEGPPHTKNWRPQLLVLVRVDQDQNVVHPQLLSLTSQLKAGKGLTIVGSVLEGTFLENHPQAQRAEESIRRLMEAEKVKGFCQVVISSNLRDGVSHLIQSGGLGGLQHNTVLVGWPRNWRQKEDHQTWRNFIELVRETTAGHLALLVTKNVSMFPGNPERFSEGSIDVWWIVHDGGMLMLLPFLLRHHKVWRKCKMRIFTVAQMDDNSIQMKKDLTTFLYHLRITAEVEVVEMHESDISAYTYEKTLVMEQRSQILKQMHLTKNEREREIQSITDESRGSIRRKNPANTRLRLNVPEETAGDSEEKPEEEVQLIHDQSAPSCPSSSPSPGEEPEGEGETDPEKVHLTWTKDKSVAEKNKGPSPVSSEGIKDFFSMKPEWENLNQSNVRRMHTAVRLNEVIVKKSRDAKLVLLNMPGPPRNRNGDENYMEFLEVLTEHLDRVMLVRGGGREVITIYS
# Rad51 HR inh – Rad51 (human) homologous recombination inhibition; hRad51 DNA strand exchange, fluorescence dequenching; inhibition, % at 10 µM; hit rate 0.085% among 200,000; Q06609; AID 1385;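 active = inhibition above 40% at the single screening dose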;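 also: 0% = DMSO control wells and 100% = blanks with heterologous ssDNA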
#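 Test system: preformed human Rad51 ssDNA filaments; also added: Donor/quencher-labelled 47-bp dsDNA substrate; doses: 10 µM final, single point; times: 37 °C 15-min filament assembly, 30-min compound preincubation, 15-min exchange; detection: FRET fluorescence dequenching, excitation 485 nm, emission 520 nm; read-out basis: Fluorescence-based percent inhibition, control- and blank-normalised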
# KLK5 inh – kallikrein 5 (human) inhibition; hit rate 0.59% among 210,000; inhibition, % at 5 µM; AID 873; recombinant hK5, fluorogenic AMC substrate cleavage;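 active = inhibition of 40% or more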;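 also: 0% = enzyme controls without compound and 100% = no-enzyme blanks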
# eIF4E 4G PPI – inhibitors of eIF4E and eIF4G interaction in translation initiation. TR-FRET eIF4E-eIF4GI(517-606) binding, 2 h. P63073+Q04637. inhibition, % at 21.7 µM. hit rate 0.37% among 220,000;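 also: 0% = full FRET control wells and 100% = background wells lacking eIF4GI fragment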
# p47phox inh – p47phox (human) inhibition; hit rate 0.53% among 220,000; p47phox/p22phox peptide binding, fluorescence polarization, 2 h; inhibition, % at 24.7 µM;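 also: 0% = p47phox with labelled peptide and 100% = labelled peptide alone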
# EBV gp42 inh – blocks Epstein-Barr virus glycoprotein 42 binding; Q1HVG2; Fluorescence polarization binding assay, mP read-out; hit rate 0.42% among 220,000; inhibition, % (tested at 21.74 µM); in the data active = inhibition above about 50%
# * = called active by the depositor; i = inactive; nt = no result given; [ ] = dose if it differs, or a comment.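 The calls were made as follows, unless noted: active = inhibition above about 30% (limit read from the data); inactive = the rest.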
SMILES,14-3-3 Bad PPI,Thrombin inh,Furin inhibitor,Cl transport mod,Rad51 HR inh,KLK5 inh,eIF4E 4G PPI,p47phox inh,EBV gp42 inh
Cn1c(SCC(=O)N/N=C/c2cccs2)nc2ccccc21,3.4,-3.7,-7.0[20 µM],-0.796,-0.8,1.6,-2.8,-6.6,-2.4
Cc1ccc(-c2nc(N)sc2-c2ccc(C)cc2)cc1,-3.8,-5.5,-12.4,0.363,16.7,0.1,2.8,-6.5,-7.0
Cc1nc2ccccc2n1CC(=O)NC(C)C1CC2CCC1C2 (stereo unspecified),3.4,-6.0,-9.7,0.257,-7.0,0.0,-0.6,-5.1,1.4
Cc1cc(C)c2nc(NC(=O)c3ccc4c(c3)OCO4)sc2c1,11.3[fluorescence artefact?],-7.1,-6.3[20 µM],-0.951,1.0,-5.0,-15.0,1.0,4.8
CCn1c(=O)c2cc(C(=O)N(C)c3ccccc3F)sc2c2ccccc21,2.2,2.1,-4.6,-0.0355,16.2,4.4,11.7,-1.0,-5.3
CCC(C)NC(=O)CCc1nc2ccccc2n1-c1ccccc1 (stereo unspecified),2.3,-5.7,-11.5,-0.677,-10.4,-2.7,1.8,5.2,8.9
CC(C)(C)NC(=O)NC(=O)COC(=O)Cc1c(F)cccc1Cl,-16.4,0.7,-21.7,-0.0681,2.3,1.2,0.5,6.1,-2.1
CC(C)C(NC(=O)C12CC3CC(CC(C3)C1)C2)C(=O)NC1=NCCS1 (stereo unspecified),5.0,-4.3,-24.9,0.217,-0.5,-21.4,40.0*,-9.7,-7.3
COc1ccc(C(=O)CSc2ccc(-c3ccc(C)cc3)nn2)cc1,-3.8,-7.9,-5.6,0.724,1.1,-5.4,-0.1,-42.8,-31.2
CNC(=O)c1nnn(Cc2ccccc2)c1NC(C)=O,9.4,3.1,-14.9[20 µM],0.236,-1.8,1.9,5.6,-15.1,2.8
O=C(NCCCl)Nc1cc([N+](=O)[O-])ccc1Cl,-0.6,-6.0,-22.3,0.229,-2.4,-1.9,1.7,-0.7,4.3
Cc1ccc(N=Nc2ccc(O)c(P(=O)(c3ccccc3)c3ccccc3)c2)cc1,-6.5,-7.5,-10.9,nt,15.6,-2.7,0.2,-11.2,-0.4
CCOC(=O)C1=C(N)c2ccccc2CC1C(C)C (stereo unspecified),3.0,1.7,-9.7[20 µM],-1.27,2.9,15.5,-1.7,-10.4,-7.2
Cc1ccc(NC(=O)COC(=O)[C@H](C)N2C(=O)C3CC=CCC3C2=O)cc1S(=O)(=O)N(C)C (stereo partly specified),-0.1,2.8,-0.5,0.152,-6.1,-0.8,5.3,-2.3,-10.1
CC(CCc1ccccc1)NC(=O)c1cccc([N+](=O)[O-])c1 (stereo unspecified),-4.8[fluorescence artefact?],-10.0,-20.2,-2.18,-1.1,-18.0,18.2,-9.6,-8.6
Cc1ccc(OCCSc2ncnc3sc(C)c(C)c23)cc1C,2.5,4.1,-23.3[20 µM],nt,nt,-8.5,2.5,-16.4,-12.4
OCCNc1nc2ccccc2nc1NCCO,4.0,-0.5,-29.5,0.472,-11.5,7.2,2.1,-34.0,-7.2
COc1ccc(OC)c(/C=N/NC(=O)Cn2ccnc2C)c1,-1.8,-10.2,-39.3,1.01,16.7,-11.1,5.8,9.5,0.5
O=C(Nc1nnc(CCN2CCCCC2)s1)c1ccccc1Cl,-11.9,-0.3,-19.7,nt,6.3,2.9,0.8,-1.4,-12.2
O=C(CN1CCN(C(c2ccccc2)c2ccccc2)CC1)N1CCOCC1,73.3*,2.0,-22.8,nt,5.4,-15.2,1.8[fluorescence artefact?],-1.0,5.7
CN1CCN(c2nc(Nc3ccc(O)cc3)nc3ccccc23)CC1,-1.0,0.2,-8.6,-0.396,4.8,-6.1,-2.9,6.7,-3.0
O=C(O)c1ccc(-c2ccccc2)[nH]c1=O,5.9,0.2,-47.1,-0.138,7.7,1.0,-2.7,-9.1,-15.4
CCOc1ccc(NC(=S)N2CCCCCC2)cc1,-10.4,-11.6,-14.8,-0.294,0.9,16.3,3.4,-4.0,-10.0
Cc1noc(C)c1S(=O)(=O)NC1CCN(Cc2ccccc2)CC1,-0.2,-12.8,-12.6,0.159,-1.8,-11.5,-4.1,4.2,1.9
C/C(=N\NC(=O)c1ccccn1)c1ccc(Cl)cc1,-6.3,-9.0,-27.0,-0.762,nt,-0.3,-1.6,-4.4,-6.3
O=C(CSc1ncnc2ccccc12)NCCCO,5.8,-1.9,-18.8[20 µM],nt,-8.5,1.5,4.9,-2.3,-13.9
Cc1ccc(-c2noc(-c3ccccc3C(=O)NCc3ccco3)n2)cc1,-8.1,-12.3,-20.4,-0.456,nt,0.7,0.2,-2.9,12.4
CCOC(=O)C1(CC2CCCCO2)CCN(S(=O)(=O)c2c(C)nn(C)c2C)CC1 (stereo unspecified),-10.1,1.0,-24.0,0.299,3.6,1.0,-1.1,-5.8,-6.8
CSc1ccc(/C=C(/NC(=O)c2ccc(C)cc2)C(=O)Nc2cccc(C)c2)cc1,4.0[fluorescence artefact?],-12.3,7.5,-1.38,-2.8,-10.6,1.1,3.0,-22.1
CCOC(=O)C1(CC2CCCCO2)CCN(Cc2nccn2-c2cccc(C)c2)CC1 (stereo unspecified),-9.0,-0.4,-18.5,-1.39,-50.8,nt,1.1,-1.9,-17.5
CC(C)n1c2ccccc2c2nnc(SCC(=O)Nc3ccccc3C(=O)O)nc21,-20.4,0.0,-15.7,-0.458,13.5,-12.0,-0.7,-3.9,2.0
Cc1ccc(C(=O)CSc2nnc(COc3ccccc3)o2)cc1,-4.9,2.4,-15.0,nt,2.7,16.7,-0.9,2.2,-7.5
CCOC(=O)c1[nH]c2ccc(OC)cc2c1NC(=O)CN1CCSCC1,20.3,1.8,-28.3,nt,-1.8,1.6,7.2,-2.5,3.4
CC(NC(=O)c1cccc2ccccc12)c1ccc2c(c1)CCCC2 (stereo unspecified),-0.9,-5.9,-10.1,-0.413,-7.0,-3.5,7.2,-4.9,-13.3
COc1ccc2c(c1)OCC1=C2CCC2(C)C(=O)CC=C12 (stereo unspecified),41.4,2.8,-2.8[20 µM],-0.73,nt,-20.8,17.6[fluorescence artefact?],-11.7,-8.9
Cc1ccc2[nH]c(=O)c(COC(=O)c3cccs3)cc2c1,7.8[fluorescence artefact?],-0.9,-19.2,0.901,-47.4,-15.4,22.6,-180.0,-110.0
O=C(CSc1ccc(Cl)cc1)Nc1nnc(-c2cccc([N+](=O)[O-])c2)s1,6.2,-1.3,-6.1,0.968,4.5,-11.2,0.5,-1.7,1.3
COc1ccccc1CNC(=O)COc1ccc(C)nc1[N+](=O)[O-],-1.6,11.2,-24.5,-0.0143,7.1,-0.6,4.8,-7.2,-26.4
CCOc1ccccc1NC(=O)NS(=O)(=O)c1ccc(C)cc1,-15.5,0.7,-7.1[20 µM],0.239,-7.9,-16.4,-1.5,-3.5,2.6
CN1CC=C2C(C#N)=C(N)C(C#N)(C#N)C(Cc3ccccc3)C2C1 (stereo unspecified),-10.5,2.0,-16.4[20 µM],0.298,-46.7,-33.7,4.3,-28.6,48.7
O=S(=O)(NCc1ccc(Cl)cc1)c1cccc2cccnc12,3.0,-2.9,-23.5,-1.01,-4.8,-0.2,1.1,-5.8,-12.5
O=C(c1ccc(F)cc1)N1CCCC(C(=O)N2CCN(c3ccccc3)CC2)C1 (stereo unspecified),-7.6,-4.6,-24.1,-0.00254,nt,-0.8,-0.4,-4.2,-19.2
O=S(=O)(Nc1ccc2c3c(cccc13)CC2)c1ccc(F)cc1,7.0[fluorescence artefact?],5.8,-3.3[20 µM],nt,-5.0,5.6,-3.5[fluorescence artefact?],-22.3,-2.7
O=C1C(=O)c2c(C(=O)c3ccccc3)coc2-c2ccccc21,-11.1[fluorescence artefact?],7.6,-19.3[20 µM],-4,5.7,-11.4,2.4[fluorescence artefact?],-11.9,-19.6
OC1CCCN(Cc2ccc3c(c2)Cc2ccccc2-3)C1 (stereo unspecified),2.5,0.0,5.1,0.119,-3.4,-17.8,-0.5,-2.1,0.9
CCCCCCCCC(=O)NNC(=O)c1c(O)c2ccccc2n(CCC)c1=O,-17.4,-11.7,-17.7,6.31*,-5.8,-11.4,-0.2,0.6,-9.8
CN(C)CCCNC(=S)N1CCn2c(nc3ccccc32)C1,-2.4,-16.7,-12.3,-0.115,-1.8,-25.9,2.2[fluorescence artefact?],-8.0,-7.7
CCOc1ccc(S(=O)(=O)N2CCCCC2)c2ccccc12,1.3,2.4,-8.6,nt,nt,-10.1,-9.6,2.2,-21.5
Cc1ccc(-c2csc3nc[nH]c(=S)c23)cc1C,0.0,-8.8,-17.0,43.2*,0.8,-17.5,-2.7,-16.1,-1.6
NC(=O)COC(=O)c1sc2ccccc2c1Cl,-9.3,-8.3,-27.3,-0.797,13.7,-2.4,3.0,-5.1,-11.5
CCOC(=O)C1CCCN(C(=O)c2ccc3c(c2)N(Cc2ccccc2)C(=O)c2ccccc2S3=O)C1 (stereo unspecified),0.7,4.2,-6.4,-2.22,-10.0,12.7,1.6,-12.1,-15.2
Cc1ccc(NC(=S)NNC(=S)Nc2cccc(C(F)(F)F)c2)cc1,-6.5,0.4,-28.0,nt,3.7,2.4,-1.1,-24.0,-23.9
Cc1cc(/C=C2/SC(=O)N(CC(=O)N3CCCC3)C2=O)ccc1N1CCOCC1,-4.3,-1.1,-6.6,i,nt,nt,3.8,1.1,-85.3
COc1cccc(-c2csc(N3CCN(C(=S)Nc4ccccc4Cl)CC3)n2)c1,-12.3,-4.5,-11.3[20 µM],1.96,-2.1,1.5,-17.6,-43.8,-10.1
CCOC(=O)c1ccc(NC(=O)CSc2nccn2C)cc1,-2.4,-6.9,-8.4,nt,-11.8,-8.7,5.5,-12.2,-21.5
COC(=O)CS(=O)(=O)c1nnc([C@H](Cc2ccccc2)NC(=O)OC(C)(C)C)o1,-1.1,2.0,0.0[20 µM],0.342,11.7,-4.9,-2.8,-3.2,-15.7
O=C(COC(=O)c1cc[n+]([O-])cc1)Nc1ccc(Cl)cc1[N+](=O)[O-],-23.1,-4.3,-13.5,-0.0545,14.8,1.4,3.5,-1.3,-1.5
CCOc1ccc(NC(=O)CC2C(=O)N(C)C(=S)N2Cc2ccc3c(c2)OCO3)cc1 (stereo unspecified),-0.9,0.4,-21.4[20 µM],-0.935,0.9,3.9,3.0[fluorescence artefact?],1.8,-11.0

# 4 entries from above, with two lines to a compound:
# Sequence of screens: 14-3-3 Bad PPI	Thrombin inh	Furin inhibitor	Cl transport mod	Rad51 HR inh	KLK5 inh	eIF4E 4G PPI	p47phox inh	EBV gp42 inh
O=S(=O)(Nc1ccc2c3c(cccc13)CC2)c1ccc(F)cc1
    7.0[fluorescence artefact?]	5.8	-3.3[20 µM]	nt	-5.0	5.6	-3.5[fluorescence artefact?]	-22.3	-2.7
CCOc1ccc(S(=O)(=O)N2CCCCC2)c2ccccc12
    1.3	2.4	-8.6	nt	nt	-10.1	-9.6	2.2	-21.5
Cc1cc(/C=C2/SC(=O)N(CC(=O)N3CCCC3)C2=O)ccc1N1CCOCC1
    -4.3	-1.1	-6.6	i	nt	nt	3.8	1.1	-85.3
CCOC(=O)C1CCCN(C(=O)c2ccc3c(c2)N(Cc2ccccc2)C(=O)c2ccccc2S3=O)C1 (stereo unspecified)
    0.7	4.2	-6.4	-2.22	-10.0	12.7	1.6	-12.1	-15.2
